# KDM5B inhibitor – blocks human KDM5B histone demethylase activity; Q9UGL1; AID 1347165; Potency, µM (highest dose often 57.7 µM), for the others: at the top dose activity change, negative = inhibition, usual class: inhibitors; KDM5B demethylase, FDH-coupled NADH fluorescence (FDH is formaldehyde dehydrogenase); 2.6% of 220,000 active; active = well fitted inhibition curve with a large enough effect; inconclusive = small, poorly fitted or top-dose-only effect; inactive = no such curve, though single readings can be large or run the other way; also: 0% is about no effect; nearly all actives have a fitted effect of over 70% in size
# Target sequence (Q9UGL1 whole entry, looked up): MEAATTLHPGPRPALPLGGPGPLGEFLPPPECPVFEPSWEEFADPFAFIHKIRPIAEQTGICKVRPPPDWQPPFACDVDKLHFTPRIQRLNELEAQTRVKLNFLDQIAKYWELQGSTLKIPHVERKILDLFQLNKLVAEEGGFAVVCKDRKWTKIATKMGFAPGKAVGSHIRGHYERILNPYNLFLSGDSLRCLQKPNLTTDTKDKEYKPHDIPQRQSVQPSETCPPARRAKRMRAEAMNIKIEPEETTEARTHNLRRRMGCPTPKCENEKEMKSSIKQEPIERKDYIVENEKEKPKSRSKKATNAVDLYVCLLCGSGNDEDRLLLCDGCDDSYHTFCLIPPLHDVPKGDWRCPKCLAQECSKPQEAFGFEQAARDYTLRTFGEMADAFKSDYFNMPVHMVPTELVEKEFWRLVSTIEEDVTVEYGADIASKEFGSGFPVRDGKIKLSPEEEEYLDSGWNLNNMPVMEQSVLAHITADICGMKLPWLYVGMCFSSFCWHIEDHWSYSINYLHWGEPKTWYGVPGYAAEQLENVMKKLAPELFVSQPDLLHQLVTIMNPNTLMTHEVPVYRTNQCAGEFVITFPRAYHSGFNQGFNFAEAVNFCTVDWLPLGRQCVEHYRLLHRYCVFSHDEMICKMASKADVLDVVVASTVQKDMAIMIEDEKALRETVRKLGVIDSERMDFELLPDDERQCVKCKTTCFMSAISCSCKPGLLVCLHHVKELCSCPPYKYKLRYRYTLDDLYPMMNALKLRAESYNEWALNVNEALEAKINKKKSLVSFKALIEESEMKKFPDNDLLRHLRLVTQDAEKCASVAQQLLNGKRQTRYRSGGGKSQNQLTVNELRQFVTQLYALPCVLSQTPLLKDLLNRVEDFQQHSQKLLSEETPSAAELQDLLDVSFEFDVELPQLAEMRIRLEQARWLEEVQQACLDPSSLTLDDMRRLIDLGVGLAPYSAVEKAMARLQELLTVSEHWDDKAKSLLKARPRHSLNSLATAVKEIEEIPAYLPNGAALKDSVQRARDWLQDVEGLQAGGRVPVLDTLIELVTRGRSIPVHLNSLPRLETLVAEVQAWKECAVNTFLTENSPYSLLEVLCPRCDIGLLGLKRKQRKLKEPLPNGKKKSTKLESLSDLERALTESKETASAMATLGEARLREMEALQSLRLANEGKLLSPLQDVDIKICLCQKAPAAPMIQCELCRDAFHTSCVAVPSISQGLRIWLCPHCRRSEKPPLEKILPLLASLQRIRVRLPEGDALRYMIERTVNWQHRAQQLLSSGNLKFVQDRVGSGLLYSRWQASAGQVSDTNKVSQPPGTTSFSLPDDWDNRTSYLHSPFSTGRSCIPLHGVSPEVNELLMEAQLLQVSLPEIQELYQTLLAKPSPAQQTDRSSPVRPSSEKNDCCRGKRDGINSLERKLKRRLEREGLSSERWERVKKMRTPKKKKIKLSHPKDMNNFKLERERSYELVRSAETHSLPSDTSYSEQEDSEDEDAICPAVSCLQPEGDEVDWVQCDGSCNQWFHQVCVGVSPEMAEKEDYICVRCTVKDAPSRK
#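 KDM5BΔAP (200 nM final) in 50 mM HEPES pH 7.5, 0.01% Tween-20 was preincubated 10 min at RT with compound over a concentration range. Substrate mix (H3K4me3 12.5 µM, α-KG 25 µM, Fe²⁺, ascorbate, NAD⁺, FDH) was added, and NADH fluorescence change over 30 min gave dose-response curves.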
# Numbers without * were called inactive; i = inactive; u = inconclusive; [ ] = another dose, or the depositor's remark. Potency is read from the fitted curve at half-maximal effect.
nr | SMILES | KDM5B inhibitor
1 | COCCN1CCc2nc(SCC(=O)Nc3ccc(C)c(Cl)c3)[nH]c(=O)c2C1 | -22%
2 | CCOc1cccc2c1Oc1nc(-c3ccccc3)nc(SCC(=O)Nc3ccc(F)cc3)c1C2 | -14%
3 | COCc1ccccc1C(=O)NCCC(C)C | 26%
4 | CCc1ccccc1NC(=O)C1c2ccccc2C(=O)N(CCOC)C12CCCCC2 (stereo unspecified) | -11%
5 | Cc1ccc(C(=O)NC2CCSC2=O)cc1C (stereo unspecified) | 11%
6 | CC(C)CNC(=O)C1CCCC(C(=O)NCC(C)C)C1 (stereo unspecified) | 19%
7 | CSc1ccc(CN(C)CC(=O)NC(=O)NC2CCCC2)cc1 | 8%
8 | CCOC(=O)c1c(NC(=O)c2ccccc2OCC)sc2c1CCC(CC)C2 (stereo unspecified) | u
9 | O=C(NCc1cccnc1)c1nc(-c2ccc(Cl)nc2)c2cnccn12 | 63µM*
10 | CC1(c2ccccc2)N(Cc2cccnc2)C(=O)OC12CCN(C(=O)c1ccc(F)cc1)CC2 (stereo unspecified) | -18%
11 | O=C(c1ccnc(-c2nnc3ccc(Nc4ccccc4)nn23)c1)N1CCCCC1 | u
12 | CCC(=O)NCCc1cccc2cccnc12 | 5%
13 | CCCOc1ccccc1Cn1c(=O)sc2ccccc21 | 15%
14 | O=C(O)/C(=C\c1ccc(Br)cc1)Sc1nc2ccccc2s1 | -15%
15 | O=C(Nc1ccc2c(c1)OCCO2)N1CCN(C(=O)N2CC3CC(C2)[C@H]2CCCC(=O)N2C3)CC1 (stereo partly specified) | -9%
16 | CC(=O)Nc1ccc(CN2CCC3(CC2)CC(=O)Nc2ccccc2O3)cc1 | -21%
17 | Cc1oc(-c2ccccc2)nc1CC(=O)NCc1ccco1 | 13%
18 | COc1nc2ccccc2nc1CCC(=O)N[C@H]1COC[C@H]1Cc1cc(C)no1 | 28µM*
19 | COc1ccc(NC(=O)CN2C(=O)NC3(CCS(=O)(=O)CC3)C2=O)c(OC)c1 | 10%
20 | Cc1cc2nc(C(F)(F)F)c(=O)n(C(C)C(=O)NCc3ccccc3)c2cc1C (stereo unspecified) | -5%
21 | N#Cc1ccccc1CSCCNC(=O)Nc1cccnc1 | 21%
22 | COc1ccc(-c2ccc3nnc(CNC(=O)c4ccc(F)c(Cl)c4)n3n2)cc1 | 28µM*
23 | CCOC(=O)C1CCCN(C(=O)Cn2ncc3c(C)n(Cc4ccccc4F)c(C)c3c2=O)C1 (stereo unspecified) | u
24 | O=C(CCc1ccccc1)Nc1cccc(-c2nnc3n2CCCC3)c1 | 12%
25 | CC(C1CC1)N(Cc1ccccc1)S(=O)(=O)c1cccc2nsnc12 (stereo unspecified) | -9%
26 | CC(=O)N(Cc1ccc(Cl)cc1)c1cnccn1 | u
27 | CC(=O)N1CCC(NC(=O)/C=C/c2cnc3ccccc3n2)CC1 | 0%
28 | O=C(c1cnccn1)N1CCN2C(=O)NC[C@H]2C1 | 2%[115 µM]
29 | Cc1cc(C)c(NC(=O)C(C)n2nc(C)c3sc4ccccc4c3c2=O)c(C)c1 (stereo unspecified) | -38%
30 | Cc1ccc(-n2c3c(c(=O)[nH]c2=O)C(NS(=O)(=O)c2ccc(C)cc2)(C(F)(F)F)C(=O)N3)cc1 (stereo unspecified) | -25%

# Laid out differently: results already given.
5. Cc1ccc(C(=O)NC2CCSC2=O)cc1C (stereo unspecified)
  KDM5B inhibitor: 11%

27. CC(=O)N1CCC(NC(=O)/C=C/c2cnc3ccccc3n2)CC1
  KDM5B inhibitor: 0%

# (further entries)
nr | SMILES | KDM5B inhibitor
31 | c1ccc(Cc2cc(C3CCN(Cc4cc5n(n4)CCNC5)CC3)n[nH]2)cc1 | 21%
32 | CCOc1ccc(-c2ccc(C(=O)O)s2)cc1 | i
33 | c1cc2nnc(C3CCC3)n2nc1N1CCOCC1 | 12%
34 | COCCNC(=O)c1ccc2nc(Cc3ccccc3)oc2c1 | -10%
35 | COc1ccc(Cl)cc1C(C)=O | 14%
36 | c1ccc(Oc2cccc(-c3nc4ccccc4s3)c2)cc1 | -10%
37 | O=C(OCC1CCCO1)c1ccc2c(c1)N(Cc1cccc(Cl)c1)C(=O)c1ccccc1S2(=O)=O (stereo unspecified) | -20%
38 | CC(C)c1ccc(NC(=O)c2ccc(N(C)C)cc2)cc1 | u
39 | Cc1ccccc1CC1(CO)CCCN(c2ccc(-c3nccn3C)nn2)C1 (stereo unspecified) | u
40 | Fc1ccccc1-c1cc2c(ccn2Cc2ccncc2)c(N2CCOCC2)n1 | 28µM*
41 | Cc1cc(C)c2c(=O)[nH]c(SCC(=O)c3ccc(C)c(C)c3)nc2n1 | 25%
42 | CCCn1c(SCC(=O)Nc2ccc(C)c(F)c2)nc(O)cc1=O | 4%
43 | COc1ccc(C(=O)C(C)Sc2nnc3ccccn23)cc1OC (stereo unspecified) | 9%
44 | CN(C)c1cccc(Oc2nnnn2[C@H]2CO[C@H]3[C@@H]2OC[C@@H]3NC(=O)Nc2ccc(Oc3ccccc3)cc2)c1 | 0%
45 | Cc1ccc(NC(=O)C2CCCO2)c(Br)c1 (stereo unspecified) | 27%
46 | CCOC(=O)c1nc(N(C)c2cccc(C)c2)c2ccccc2n1 | 12%
47 | CC[C@@]1(O)CCN(C(=O)c2cnc(N3CCOCC3)nc2)C[C@H]1O | u
48 | CCCCCCCCCCCC(=O)N1CC(=O)NC(=O)C1 | 2%
49 | Cc1cccc([S+](=O)([O-])N2CCC3(CC2)OCCN(c2cccnc2)C3=O)c1 | -2%[86.2 µM]
50 | Cc1ccc(-c2noc([C@@H]3Cc4nc[nH]c4CN3C(=O)COCC(=O)O)n2)cc1 | -8%[86.2 µM]
51 | Cc1cccc(Cc2cnc(NC(=O)CCc3nnc(-c4ccsc4)o3)s2)c1Cl | 3%
52 | CC(C)(C)N1CC(C(=O)Nc2ccc(C(N)=O)cc2)CC1=O (stereo unspecified) | -4%
53 | CC1(C)C2CCC1(C)C(OCC[N+](C)(C)CC#N)C2 (stereo unspecified) | 31%[activator]
54 | CCOC(=O)C1=C(C)N=C2SCC(=O)N2C1c1cccc(OC)c1 (stereo unspecified) | -4%
55 | COc1ccc(Cl)cc1NC(=O)c1cc(S(=O)(=O)N2CCC(C)CC2)cn1C | 0%
56 | Cc1cn2nc(C(=O)N3CCC(NC(=O)c4cccn4C)CC3)cc2c(=O)[nH]1 | -32%
57 | Cc1[nH]c2ccccc2c1C(c1ccccc1O)c1c(C)[nH]c2ccccc12 | u
58 | CNC(=O)Cn1cc(S(=O)(=O)Cc2ccccc2F)c2ccccc21 | -19%
59 | CC(C)(C)n1nnnc1C1CC2(CCOCC2)C(=O)N1Cc1ccccc1 (stereo unspecified) | 28%
60 | Cc1nc2c(c(-c3ccc(Cl)cc3)n1)CCN(C(=O)C(C)(C)C)CC2 | -14%

# Part of the list above in order of length of the SMILES, largest number first:
nr | SMILES | KDM5B inhibitor
37 | O=C(OCC1CCCO1)c1ccc2c(c1)N(Cc1cccc(Cl)c1)C(=O)c1ccccc1S2(=O)=O (stereo unspecified) | -20%
55 | COc1ccc(Cl)cc1NC(=O)c1cc(S(=O)(=O)N2CCC(C)CC2)cn1C | 0%
41 | Cc1cc(C)c2c(=O)[nH]c(SCC(=O)c3ccc(C)c(C)c3)nc2n1 | 25%
46 | CCOC(=O)c1nc(N(C)c2cccc(C)c2)c2ccccc2n1 | 12%
34 | COCCNC(=O)c1ccc2nc(Cc3ccccc3)oc2c1 | -10%

# Next part.
nr | SMILES | KDM5B inhibitor
61 | Cc1cc(=O)cc(C(=O)N2CCC(O)(CN3CCOCC3)C(C)(C)C2)o1 (stereo unspecified) | u
62 | CCCC(=O)Nc1ccc2oc(-c3ccccc3C)nc2c1 | u
63 | Cc1ccc(NC(=O)N2CCCC(c3noc(COc4ccccc4)n3)C2)c(C)c1 (stereo unspecified) | 6%
64 | Cc1ccc(-c2nc3scc(CCNS(=O)(=O)c4c(C)noc4C)n3n2)cc1 | -20%
65 | Cc1ccc(CNC(=O)CC2CCCCN(C)C2=O)cc1 (stereo unspecified) | 19%
66 | COc1ccc(-c2nc3cc(NC(=O)COc4cccc(C)c4)ccc3o2)cc1 | -15%
67 | Cn1cc(S(=O)(=O)N2CCN(Cc3ccccc3F)CC2)c(=O)n(C)c1=O | -6%
68 | COC(=O)c1cccc(C(=O)O)n1 | -5%
69 | CC(=O)Nc1sc2c(c1SC#N)CCCC2 | u
70 | Cc1cc(C)cc(NC(=O)c2cc(S(=O)(=O)N3CCOCC3)cn2C)c1 | -16%
71 | CCc1nnc([C@@H]2CC(F)(F)CN2C(=O)COc2ccccc2)o1 | 0%
72 | CCOc1ccc(C2C(C#N)=C(N)OC(C(C)(C)C)=C2C#N)cc1OCC (stereo unspecified) | -30%
73 | c1ccc(CCCN2CC[C@H](c3nc4ccccc4s3)C2)cc1 | u
74 | CN1c2cc(C(=O)NCCCc3ccccc3)ccc2C(=O)N2CCCC21 (stereo unspecified) | u
75 | CC1=C(C)CC(C(=O)NCc2ccncc2)C(C(=O)O)C1 (stereo unspecified) | 24%
76 | COc1ccc(N(Cc2nnc3n2CCCCC3)C(=O)Nc2ccccc2C)cc1OC | -3%
77 | COc1cccc(CN(C(=O)COc2ccc(Cl)c(C)c2)C2CCS(=O)(=O)C2)c1 (stereo unspecified) | -2%
78 | Cc1noc(C)c1[S+](=O)([O-])N1CCC2(CC1)OCCN(Cc1ccccc1)C2=O | 20%[86.2 µM]
79 | CC1=C/C(=N\NC(N)=S)C(C)C1 (stereo unspecified) | -1%
80 | Cc1ccc(F)c(NC(=O)CCNC(=O)c2ccco2)c1 | 14%
81 | O=C(/C(Br)=C\Nc1ccc(F)cc1)C(F)(F)F | u
82 | COC(=O)c1ccc2nc(C[C@@H]3C[C@@H](C(C)C)[C@H](CNCc4ccccc4F)C=C3C)[nH]c2c1 | -10%
83 | CC(C)CC(=O)N1CCC(Oc2ccccc2)C1 (stereo unspecified) | 5%
84 | CC(=O)c1ccc(N2CCN(C(C(=O)O)c3cn(C)c4ccc(C(=O)O)cc34)CC2)cc1 (stereo unspecified) | -23%
85 | Cc1nc(-c2ccccc2)sc1CCNC(=O)c1ccco1 | u
86 | Cc1ccc(CNC(=O)C(=O)NCC(c2ccco2)S(=O)(=O)c2ccccc2)cc1 (stereo unspecified) | 1%
87 | CNC(=O)[C@@H]1CN(C(=O)c2ccoc2C)C[C@H]1c1nc(C)no1 | -18%
88 | Cc1ccc(CCNc2nc3c(S(=O)(=O)c4ccc(C)cc4)nnn3c3ccsc23)cc1 | u
89 | CN(CC(=O)OCc1coc(-c2cccs2)n1)S(=O)(=O)c1ccc(F)cc1 | -26%
90 | Cc1ccc(-n2c(C3CCN(C(=O)c4ccc(F)c(F)c4)CC3)n[nH]c2=O)cc1 | 8%
91 | C#CCNC(=O)C1CCc2nnc(C3CCN([S+](=O)([O-])c4ccccc4)CC3)n21 (stereo unspecified) | -6%[115 µM]
92 | O=c1oc2ccccc2cc1-c1nc(-c2ccc(F)cc2)no1 | 6%
93 | CSc1cccc(N2CC(C(=O)N3CCN(S(=O)(=O)c4ccccc4Cl)CC3)CC2=O)c1 (stereo unspecified) | -1%
94 | Cc1ccc2oc(C(=O)N(Cc3cccc(F)c3)C3CCS(=O)(=O)C3)c(C)c2c1 (stereo unspecified) | -9%
95 | O=C(O)COc1ccccc1/C=N/O | 8%
96 | Cc1ccc(C(=O)N2CCN(CCc3ccccc3)CC2)cc1C | -6%
97 | COc1cccc(C2CC(=O)N3CN(C4CCCCC4)CSC3=C2C#N)c1 (stereo unspecified) | u
98 | CCCC1Cc2c(sc3nc(SCC(=O)c4ccccc4)nc(N)c23)CO1 (stereo unspecified) | 17%
99 | CCc1ccc(-n2c(=O)c3sc4ccccc4c3n(CC(=O)N(CC)Cc3ccccc3)c2=O)cc1 | 3%
100 | CC(C)(C)C(=O)N1CCC2(CC1)NCCc1c2[nH]c2ccccc12 | u
101 | CC(=O)N1CCN(C(=O)C2CCNCC2)C[C@@H]1C(=O)N[C@@H](CC1CCCCC1)C(N)=O | 240%[activator]
102 | CCCn1nnc(NC(=O)c2ccc3c(c2)OCO3)n1 | -8%
103 | COc1cccc(CN2CCCN(Cc3ccncc3)C(c3ccccc3)CC(=O)NCC2)c1 (stereo unspecified) | u
104 | Fc1ccc(CN2CC(Oc3ccc4c(c3)OCO4)C2)cc1 | u
105 | Cn1c(SCC(=O)NCC2CCCO2)nnc1-c1ccc(Cl)cc1 (stereo unspecified) | 23%
106 | CCN(CC)S(=O)(=O)c1ccc(NC(=O)CSc2nc3ccccc3n2CC)cc1 | -8%
107 | COc1ccc(C)cc1S(=O)(=O)N1CCN(C(=O)c2ncoc2-c2ccc(C)cc2)CC1 | 20%
108 | CCOc1ccccc1CNC(=O)C1CCN(Cc2cc3ccccc3n2Cc2ccccc2)CC1 | -27%
109 | CCCCN(Cc1ccccc1)c1ccc(NS(=O)(=O)c2ccc(C(C)C)cc2)cc1C(=O)O | -5%
110 | Cc1ccccc1NC(=O)NCC1CCN(C(=O)OC(C)(C)C)CC1 | -19%
111 | c1coc(-c2ccnc3nc(-c4cccs4)nn23)c1 | 28µM*
112 | Cn1nc(CC(=O)Nc2cccc(OC(=O)c3ccc(Cl)cc3)c2)c2ccccc2c1=O | -8%
113 | O[C@@H]1CO[C@H]2[C@@H]1OC[C@@H]2n1cc(-c2ccccn2)nn1 | 7%[115 µM]
114 | O=C(NCCc1ccc(Cl)cc1)c1ccccn1 | 34%
115 | O=C(Nc1ccc2ncnc(N3CCCC3)c2c1)c1cccc(Br)c1 | 32µM*

# In another format: entries from further up.
[3] COCc1ccccc1C(=O)NCCC(C)C
- KDM5B inhibitor: 26%
[4] CCc1ccccc1NC(=O)C1c2ccccc2C(=O)N(CCOC)C12CCCCC2 (stereo unspecified)
- KDM5B inhibitor: -11%
[5] Cc1ccc(C(=O)NC2CCSC2=O)cc1C (stereo unspecified)
- KDM5B inhibitor: 11%
[6] CC(C)CNC(=O)C1CCCC(C(=O)NCC(C)C)C1 (stereo unspecified)
- KDM5B inhibitor: 19%

# Compound activity from PubChem.

# Only part of the results is shown; count on the stated rates, not on these rows.
